# TCR act: Activators of T cell receptors: qHTS campaign. primary human leukocytes, anti-CD3, IL-2 HTRF, 48 h. Potency, µM (series often up to 9.22 µM), for the others: top-dose activation of IL-2 secretion, most hits filed as activators. 330,000 tested, under 10 active; further: % of control where 0% means no effect
#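 Activity was scored as IL-2 release from primary human leukocytes given only a TCR signal (a-CD3 beads) plus compound for 48 hr. Detection used a two-antibody HTRF format read at 665nm.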
# Eya2 phos inh: qHTS Assay for Inhibitors of the Phosphatase Activity of Eya2 | 0.006% of 330,000 active | recombinant Eya2, OMFP fluorescence dephosphorylation (OMFP is methylfluorescein phosphate) | AID 488837, 2010 | Potency, µM (series often up to 76.9 µM), for the others: at the highest dose activity, negative = inhibition, actives largely listed as inhibitors | Protein phosphatase EYA2 (Homo sapiens), O00167; further: potency means the concentration at half of the fitted maximal effect; on the % scale 0 is the no-effect control and ±100 the full control effect
#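 Eya2 protein (added as 0.2 uM solution) was preincubated with compound for 10 min at ambient temperature in 50 mM HEPES pH 7.5, 50 mM NaCl, 5 uM MgCl2, 0.05% BSA, 1 mM DTT. OMFP (added at 50 uM) then reacted 10 min; fluorescence read at 485/525 nm.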
# USP2a inh: qHTS Assay for Inhibitors of Ubiquitin-specific Protease USP2a Using CHOP2 as the Reporter; Ubiquitin carboxyl-terminal hydrolase 2 (Homo sapiens), O75604; USP2 core, Ub-CHOP2 coupled fluorogenic reporter, 485/531; Potency, µM (highest dose often 38.3 µM), without a hit: top-dose activity change, negative = inhibition, usual class: inhibitors; 0.01% of 330,000 active; AID 463254, 2010;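 further: potency means the concentration at half of the fitted maximal effect; plate controls were DMSO wells for no effect and full inhibition by NEM control for full effect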
#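 Cell-free coupled assay: 10nM USP2 core preincubated 30min RT with compound in Tris-HCl pH 8.0/CaCl2/CHAPS buffer, then 25nM Ub-CHOP2 and 25nM reporter substrate; fluorescence (Ex 485/Em 531) read after 60min RT, normalized to NEM inhibition, concentration-response curves fitted.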
# TSHR antag: Antagonists of the Thyroid Stimulating Hormone Receptor: HTS campaign; AID 504810, 2011; TSHR-expressing cells, TSH-stimulated cAMP HTRF, 2 h; stronger effect = lower value; 0.2% of 330,000 active; Thyrotropin receptor (Homo sapiens), P16473; activity change, negative = inhibition, % at 11.5 µM;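 active means activity change below a set negative limit, meaning inhibition stronger than a set level, cut at about -70% in these data; inconclusive means activity change between two set negative limits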; further: on the % scale 0 is the no-effect control and ±100 the full control effect
#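 Antagonism was scored as loss of TSH-driven cAMP in TSHR cells, stimulated with 4nM TSH (EC80) for 2 hours at 37 deg C and detected by homogeneous HTRF competition immunoassay.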
# hERG WT inh: qHTS for Inhibitors of KCHN2 3.1: Wildtype qHTS | Voltage-gated inwardly rectifying potassium channel KCNH2 (Homo sapiens), Q12809 | activity change, % at 1.84 µM | U2OS, BacMam KCNH2, thallium flux FluxOr; stronger effect = lower value | 0.37% of 340,000 active;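 active means maximum activity change below -70%; inconclusive means maximum activity change between -70% and -50%; inactive means maximum activity change above -50%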; further: on the % scale 0 is the no-effect control and ±100 the full control effect
#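 U2OS cells were transduced with wild-type KCNH2 virus (2.03 x 10^8 / mL) for 4 h at room temperature, then cultured overnight at 37 C. Thallium flux was read with FluxOr dye. Rate constants were normalized to DMSO controls.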
# KCNH2 3.1 block: qHTS for Inhibitors of KCHN2 3.1: Mutant qHTS; activity change, % (tested at about 1.8 µM); Potassium voltage-gated channel subfamily H member 2, brain isoform KCNH2 3.1 (human); U2OS KCNH2 3.1, thallium flux FluxOr; stronger effect = lower value; 0.95% of 340,000 active; AID 720553, 2013;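 active means maximum activity change below -70%; inconclusive means maximum activity change from -70% to -50%; inactive means maximum activity change above -50%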;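 further: thallium influx rate constant from kinetic fluorescence after stimulation buffer; on the % scale 0 is the no-effect control and ±100 the full control effect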
#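 Steps: virus added to U2OS suspension (4 h, RT, dark); medium with 10% FBS added, cells plated, 37 C overnight; FluxOr/Red40 loading buffer 45 min RT; stimulation buffer, 2 min kinetic read; rate constant normalized.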
# Mito fusion act: qHTS Assay for Small Molecule Inhibitors of Mitochondrial Division or Activators of Mitochondrial Fusion; S. cerevisiae fusion-defective mutant growth rescue, CellTiterGlo 48 h; Potency, µM (titrated, usually from 46.1 µM), for the others: at the highest dose growth rescue (activation), actives largely listed as activators; 0.23% of 320,000 active; AID 485298, 2010;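 further: potency means the concentration at half of the fitted maximal effect; % of control where 0% means no effect; nearly all actives have a fitted effect of over 45% in size; temperature-sensitive fusion mutants such as fzo1-1 at 37 °C on non-fermentable ethanol glycerol medium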
#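 Read-out: ATP-based luminescence (CellTiterGlo, 10 min ambient) reporting growth of fusion-defective ts yeast after 48 hours at 37C on glycerol/ethanol YPEG medium in the presence of compound.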
# TRPV1 ag: HTS Assay for Compounds that Act as Agonists of the Vanilloid Receptor 1 | Transient receptor potential cation channel subfamily V member 1 (Homo sapiens), Q8NER1 | TRPV1-expressing cells, Fluo-8 calcium influx, agonist mode | activation, % at 8.33 µM | 0.19% of 320,000 active; in the data active means activation above about 80%; inconclusive means between about 30% and that limit; further: 0% is about no effect
# Target sequence (Q8NER1 whole entry, looked up): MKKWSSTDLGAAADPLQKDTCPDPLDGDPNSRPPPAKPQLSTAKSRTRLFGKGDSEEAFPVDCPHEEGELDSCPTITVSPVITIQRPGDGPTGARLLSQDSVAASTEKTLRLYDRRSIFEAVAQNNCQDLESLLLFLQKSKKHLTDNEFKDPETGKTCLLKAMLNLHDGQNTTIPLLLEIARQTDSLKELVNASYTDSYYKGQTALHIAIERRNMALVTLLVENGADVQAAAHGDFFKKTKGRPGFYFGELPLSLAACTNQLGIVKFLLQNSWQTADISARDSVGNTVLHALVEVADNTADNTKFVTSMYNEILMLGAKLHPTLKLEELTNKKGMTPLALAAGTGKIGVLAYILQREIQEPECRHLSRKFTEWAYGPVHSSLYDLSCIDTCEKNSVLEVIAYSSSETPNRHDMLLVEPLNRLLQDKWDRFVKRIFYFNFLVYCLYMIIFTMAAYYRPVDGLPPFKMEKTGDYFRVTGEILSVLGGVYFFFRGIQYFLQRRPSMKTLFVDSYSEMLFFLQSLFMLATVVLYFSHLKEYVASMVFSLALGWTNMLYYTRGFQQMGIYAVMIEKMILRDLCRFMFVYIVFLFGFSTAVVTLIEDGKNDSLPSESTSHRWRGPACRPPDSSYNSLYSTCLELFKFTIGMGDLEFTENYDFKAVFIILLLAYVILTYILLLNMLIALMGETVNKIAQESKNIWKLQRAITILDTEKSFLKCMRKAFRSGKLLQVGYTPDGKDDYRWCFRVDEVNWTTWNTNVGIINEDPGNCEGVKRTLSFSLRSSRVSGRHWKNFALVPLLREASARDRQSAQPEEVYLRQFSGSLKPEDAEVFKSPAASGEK
#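 Fluo-8 calcium influx in TRPV1-expressing cells, kinetic read (ex 480/em 520 nm). Compound added and read 3 min for agonist activity, followed by capsaicin at EC20 final and 2 min further read for enhancement.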
# ELG1 repair inh: qHTS screen for small molecules that inhibit ELG1-dependent DNA repair in human embryonic kidney (HEK293T) cells expressing luciferase-tagged ELG1. 2.3% of 330,000 active. HEK293T ELG1-luciferase reporter, luminescence, 16 h; DNA damage induced by 5-fluorouridine. Potency, µM (doses to about 46.1 µM), inactives show top-dose activity change, negative = inhibition, usual class: inhibitors; further: potency means the concentration at half of the fitted maximal effect; on the % scale 0 is the no-effect control and ±100 the full control effect; nearly all actives have a fitted effect of over 55% in size
#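 In this reporter screen, reduction of luminescence relative to DMSO vehicle indicated activity. Compounds and 5-fluorouridine were added together to 2,000 cells per well, incubated for 16 hr at 37 °C, then developed with ONE-Glo.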
# A-T KAP1 phos: qHTS Assay for Identifying a Potential Treatment of Ataxia-Telangiectasia. […] A-T fibroblasts, KAP-1 phosphorylation AlphaLISA; neocarzinostatin DNA damage 30 min before lysis. Potency, µM (top dose mostly 57.5 µM), without a hit: at the highest dose activation, actives largely listed as activators. 0.19% of 320,000 active; further: potency means the concentration at half of the fitted maximal effect; % of control where 0% means no effect; nearly all actives have a fitted effect of over 45% in size
#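 hTERT-immortalized A-T patient fibroblasts ([…]), 500 cells/well in OPTI-MEM, 1% FBS, got compounds for 60 min, then NCS for 30 min at 37C. Lysates were then assayed for phospho-KAP-1 by AlphaLISA (anti-pKAP1 donor, anti-KAP1 acceptor beads), 6 hr at 25C.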
# An asterisk follows results filed as active; ? = inconclusive; · = no result given; [ ] = remark or other dose. Unless noted, the call rests on the fitted dose curve; in most records, active means well fitted curve in the direction sought with a large enough effect; inconclusive means small, poorly fitted or top-dose-only effect, or another doubt; inactive means no such curve, though single readings can be large; an effect the other way counts as inactive or inconclusive. Not all compounds are listed; the hit share may differ from the screen's.
# Order of results – TCR act	Eya2 phos inh	USP2a inh	TSHR antag	hERG WT inh	KCNH2 3.1 block	Mito fusion act	TRPV1 ag	ELG1 repair inh	A-T KAP1 phos
COc1ccc2nc(SCC(=O)NCCc3ccccc3)[nH]c2c1
    1%	-8%	-2%	-9	-1	-1	-4%	?	-5%	3%
CCNC(=S)NNc1ccccc1
    -3%	8%	-1%	18	-2	-2	-6%	11	24%	-10%
O=C(c1ccc(CN2CCc3ccccc3C2)cc1)N1CCCCC1
    -5%	-1%	3%	3	2	6	-12%	2	-13%	5%
Cc1nc2cc(O)ccc2n1C
    -2%	-5%	-4%	5	8	2	0%	0	3%	6%
Cc1csc2nc(CNS(=O)(=O)c3ccc4c(c3)CCCC4)cn12
    -6%	15%	1%	-5	17	1	0%	26	-12%	2%
COc1ccc(NC(=O)COC(=O)CCCc2c[nH]c3ccccc23)cc1
    -2%	6%	1%	-6	2	5	1%	0	19%	-5%
CNc1nnc(-c2ccco2)s1
    1%	-19%	0%	4	7	5	1%	0	-7%	0%
O=C(Nc1ccc(F)cc1F)C1CC(=O)N(Cc2ccccc2)C1 (stereo not drawn)
    0%	-7%	1%	0	-22	0	5%	14	4%	2%
O=C(Nc1ccc2c(c1)OCO2)c1ccc(Cl)cc1Cl
    -2%	-24%	4%	-14	-9	5	-4%	12	-8%	11%
CC(OC(=O)c1ccc2c(=O)n3c(nc2c1)CCCCC3)C(=O)Nc1ccc(F)cc1Cl (stereo not drawn)
    -3%[46.1 µM]	3%	1%	8	2	-5	5%	2	?	7%
O=C(Nc1cccc(S(=O)(=O)Nc2ccc(Cl)cc2)c1)c1ccccn1
    -1%	-5%	5%	-16	-1	15	?	10	-8%	6%
COC(=O)c1sc(NC(=O)CSc2nc3cccnc3n2C)nc1C
    4%	-10%	1%	·	2	6	-3%	0	4%	2%
COc1ccc(NCc2nnc(SCC(=O)c3ccc(OC)cc3)o2)cc1
    4%	-1%	-2%	-9	0	-13	0%	0	-19%	2%
COc1ccc(C(=O)N(C)C2CCCc3ccccc32)cc1OC1CCN(C(C)C)CC1 (stereo not drawn)
    2%	1%	0%	-1	4	1	1%	-2	-4%	13%
COc1ccccc1CNS(=O)(=O)CC12CCC(CC1=O)C2(C)C (stereo not drawn)
    0%	-1%	-2%	17	-4	-17	?	-4	14%	7%
Oc1ccc(N=Cc2sc3ccccc3c2Cl)cc1
    -3%[46.1 µM]	-20%	4%	16	2	-5	0%	-6	0%	7%
COc1ccc(C(CNC(=O)c2oc3cc(C)c(Cl)cc3c2C)N2CCCCC2)cc1 (stereo not drawn)
    1%	3%	2%	31	-32	-11	3%	-2	-4%	6%
Cc1cccnc1NC(=O)CN1C(=O)c2ccccc2S1(=O)=O
    1%	27%	1%	2	0	-7	-2%	1	0%	1%
Cc1ccc(OCC(=O)Nc2ccccc2N2CCOCC2)c(C)c1
    -4%	-17%	-4%	2	5	-6	4%	1	?	-2%
COc1ccc(S(=O)(=O)N(C)c2ccc(C(=O)Nc3c(C)n(C)n(-c4ccccc4)c3=O)cc2)cc1
    3%	2%	4%	6	6	-5	-5%	-4	-3%	4%
O=C(Nc1ccc2c(c1)OCCO2)C1CCN(S(=O)(=O)c2cccc3nsnc23)CC1
    1%	0%	0%	-2	38	-3	0%	·	?	-2%
O=C(NCCCN1CCCC1=O)c1ccc(CNS(=O)(=O)c2ccc(F)cc2)cc1
    -80%	2%	-1%	-8	-6	10	-1%	0	-22%	4%
Cc1ccc(C(=O)COC(=O)CNC(=O)CN2C(=O)c3ccccc3C2=O)cc1
    7%[46.1 µM]	2%	?	4	5	20	-4%	0	15%	0%
COCCCNC(=O)CCc1nnc2ccc(N3CCC(C)CC3)nn12
    0%	2%	2%	0	13	-7	5%	1	10%	-2%
CC(C)N(Cc1nccn1C)C(=O)CC1C(=O)NCCN1Cc1ccccc1C(F)(F)F (stereo not drawn)
    1%	2%	-1%	14	-5	-12	-9%	-1	7%	1%
CC(C)C[C@H](NC(=O)c1[nH]cnc1C(=O)N[C@@H](C)c1ccccc1)C(=O)OC(C)(C)C
    0%	-28%	-17%	2	1	-9	7%	-4	?	-7%
Cc1ccc(NC(=O)N2CCCC(c3ccccc3)C2)cc1 (stereo not drawn)
    5%	0%	-2%	-5	-3	-14	7%	?	2%	11%
CN1C(=O)C(CCC(=O)O)NC1=S (stereo not drawn)
    1%	-22%	7%	-2	15	10	-4%	3	25%	-6%
CCOC(=O)c1sc2ncn(CC(=O)Nc3cc(C)on3)c(=O)c2c1C
    11%	13%	2%	-23	2	-7	-4%	0	10%	-10%
Cc1ccc(Cn2nnc3c(=O)[nH]c(C4CCN(S(=O)(=O)c5ccccc5F)CC4)nc32)cc1
    -4%	-12%	-2%	-6	0	16	-2%	2	12%	2%
Cc1ccc(/C=N/NC(=O)c2nnn(-c3nonc3N)c2-c2ccc3c(c2)OCO3)s1
    -2%	-5%	-9%	1	1	0	-10%	-2	-21%	-2%
COc1ccc(N2CCN(C(=O)CCc3cc(OC)c(OC)c(OC)c3)CC2)cc1
    6%	3%	0%	-4	-6	-5	19%	1	2%	-4%
O=C(O)c1ccccc1Cc1nc2cc(Cl)ccc2c(=O)[nH]1
    ·	9%	-3%	-9	3	-6	-2%	2	-3%	4%
COC(=O)C1C2C=CC3(CN(Cc4cccs4)C(=O)C13)O2 (stereo not drawn)
    -27%	0%	10%	3	16	7	6%	-1	3%	7%
CCO[C@@H]1OC(C(N)=O)=C[C@H](c2cn(C(C)=O)c3ccccc23)[C@H]1CCCO
    2%	11%	10%	21	-7	-4	-5%	-1	-14%	-6%
CCCCNC(=O)N1CCc2ccccc2C1
    1%[46.1 µM]	1%	4%	-7	2	10	-7%	23	?	-1%
CC1(NC(=O)c2cc(S(=O)(=O)N3CCCCC3)ccc2Cl)CCS(=O)(=O)C1 (stereo not drawn)
    -1%	5%	-3%	5	-4	15	2%	5	1%	0%
Cc1nsc2nc3c(F)c(F)c(F)c(F)c3cc12
    4%	-1%	-1%	-13	-3	8	-6%	-5	28%	-17%
CN(C)S(=O)(=O)c1cc(NC(=O)CN2CCN(c3ccccc3F)CC2)ccc1Cl
    -3%	3%	1%	1	-1	18	-26%	0	-18%	-2%
Cc1sc2nc(COC(=O)c3cccc(OC(F)F)c3)[nH]c(=O)c2c1C
    2%	2%	2%	-9	-92*	-4	1%	7	?	5%
COc1ccc(C(=O)SC2=NCCS2)cc1
    -6%[46.1 µM]	-2%	5%	-11	5	-1	-3%	-5	5%	-1%
COC(=O)C1=C(C)N=C2SCCC(=O)N2C1c1ccc(C(=O)OC)cc1 (stereo not drawn)
    ·	-34%	-2%	7	8	17	5%	1	28%	2%
CC1CC(C)CN(C(=O)c2ccc(NS(=O)(=O)c3ccc4[nH]c(=O)[nH]c4c3)cc2)C1 (stereo not drawn)
    -2%	-16%	4%	4	22	5	1%	-1	9%	5%
O=C(COC(=O)c1ccc(Cl)nc1)Nc1ccccc1OC(F)F
    -1%	17%	2%	-3	-5	-12	-2%	1	-5%	-10%
Cc1ccc(S(=O)(=O)N2CCC(C(=O)Nc3ccncc3)CC2)cc1
    -2%	8%	2%	-4	-1	2	5%	-4	?	5%
CCN(Cc1ccccc1)C(=O)CSc1nc(C)cc(=O)[nH]1
    -1%	13%	2%	9	-4	4	1%	4	6%	2%

# Reprinted at random: two compounds from above.
# Order of results – TCR act	Eya2 phos inh	USP2a inh	TSHR antag	hERG WT inh	KCNH2 3.1 block	Mito fusion act	TRPV1 ag	ELG1 repair inh	A-T KAP1 phos
CC1CC(C)CN(C(=O)c2ccc(NS(=O)(=O)c3ccc4[nH]c(=O)[nH]c4c3)cc2)C1 (stereo not drawn)
    -2%	-16%	4%	4	22	5	1%	-1	9%	5%
COc1ccc(C(=O)SC2=NCCS2)cc1
    -6%[46.1 µM]	-2%	5%	-11	5	-1	-3%	-5	5%	-1%

# Screening results from PubChem BioAssay.
